# High-throughput results (PubChem)
# PfGluPho inh: PfG6PD enzyme inhibitors, primary screen, biochemical, fluorescence intensity, uHTS. glucose-6-phosphate dehydrogenase-6-phosphogluconolactonase (Plasmodium falciparum 3D7). PfGluPho enzyme, NADPH resazurin-diaphorase fluorescence. inhibition, % at 20 µM. actives 0.78% (n = 350,000);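 active = inhibition reaching at least a set limit at 20 µM in the primary screen, cut at about 59% in these data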;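 also: 0% = DMSO wells with substrate and 100% = DMSO wells lacking glucose-6-phosphate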
# SENP1 inh: human SENP1 catalytic domain inhibitors, primary screen, biochemical, FRET, uHTS | recombinant SENP1 catalytic domain, CyPet-SUMO1-YPet FRET cleavage | inhibition, % at 10 µM | AID 624204, 2012 | Sentrin-specific protease 1 (Homo sapiens), Q9P0U3 | actives 0.21% (n = 360,000);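 active = inhibition at least 30% at 10 µM, raw YFP signal under a set limit, fluorescence ratio 0.5 to 1.5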;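 also: 0% = enzyme with DMSO and 100% = no enzyme wells; some results filed as inactive read as strong as hits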
# Target sequence (Q9P0U3 419-644 limits assumed): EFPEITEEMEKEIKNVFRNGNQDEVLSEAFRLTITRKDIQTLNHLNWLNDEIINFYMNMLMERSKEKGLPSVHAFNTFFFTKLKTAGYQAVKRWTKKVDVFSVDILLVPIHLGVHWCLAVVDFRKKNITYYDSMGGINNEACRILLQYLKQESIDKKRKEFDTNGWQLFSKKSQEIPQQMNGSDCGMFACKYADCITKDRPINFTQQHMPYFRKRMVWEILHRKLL
#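 Material – human SENP1 catalytic domain · Input – SENP1 enzyme, 20 pM final · Compound dosing – single concentration of 10 µM compound, 0.5% DMSO final · Timing – enzyme reaction for 50 min at room temperature, dark · Measured by – FRET fluorescence in CFP and YFP emission channels · Control set – no-enzyme wells low, DMSO-plus-enzyme wells high control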
# SENP8 inh: human SENP8 protease inhibitors, primary screen, biochemical, fluorescence, Nedd8 protein substrate, uHTS; recombinant SENP8; inhibition, % at 20 µM; actives 0.64% (n = 360,000); in the data active = inhibition mostly above about 40%, no sharp cut-off; inactive = mostly below about 27%
# Target sequence (Q96LD8 whole entry, looked up): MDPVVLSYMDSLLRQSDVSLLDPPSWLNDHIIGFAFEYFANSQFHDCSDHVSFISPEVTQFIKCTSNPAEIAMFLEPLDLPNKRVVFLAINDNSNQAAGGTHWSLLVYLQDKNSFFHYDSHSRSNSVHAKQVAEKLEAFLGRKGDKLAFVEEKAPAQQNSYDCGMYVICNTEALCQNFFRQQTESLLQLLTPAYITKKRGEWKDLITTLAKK
# * marks the source's active call; other numbers are inactive results; i = inactive.
SMILES,PfGluPho inh,SENP1 inh,SENP8 inh
Cc1sc2ccccc2c1CNC[C@H]1O[C@@H](n2ccc(N)nc2=O)[C@H](O)[C@@H]1O,-4,-1,3
COc1ccc([C@@H]2C[C@H]3[C@@H](CN2S(=O)(=O)c2ccccc2)C(=O)C[C@@H](c2ccccc2)N3S(=O)(=O)c2ccc(C)cc2)cc1,3,0,3
C[C@@H]1CN([C@@H](C)CO)S(=O)(=O)c2ccc(Br)cc2O[C@H]1CN(C)C(=O)C1CCCCC1,-9,-2,8
COc1ccc(NC(=O)CSc2nnc3n2CCCCC3)cc1OC,-8,4,8
COc1ncnc2c1ncn2CCCNCCCN1CCCC1=O,5,1,11
COCC1CCN(C(=O)c2cc(COc3ccc(F)cc3Cl)on2)C1 (stereo not drawn),0,3,9
COc1ccc([C@H]2N[C@]3(CCCN(Cc4ccc(C)cc4)C3=O)[C@H]3C(=O)N(Cc4ccccc4)C(=O)[C@@H]23)cc1,4,1,7
C[C@@H]1CN([C@H](C)CO)C(=O)CCCn2nncc2CO[C@H]1CN(C)S(=O)(=O)c1cccc(F)c1,8,-1,3
Cc1nn(CC(C)C)c(Cl)c1C(=O)NCC(C)(C)N1CCOCC1,6,2,20
COc1cccc(C#Cc2cnc3c(c2)C(=O)N([C@@H](C)CO)C[C@H](C)[C@H](CN(C)C(=O)C2CCC2)O3)c1,-6,-18,-103
COc1ccccc1N(CC(=O)N1CCCCC1C)S(=O)(=O)c1ccc(Cl)cc1 (stereo not drawn),-19,2,10
Cc1ccc(NC(=O)CNC(=O)C23CC4CC(CC(C4)C2)C3)nc1,5,1,3
Cc1ccc(S(=O)(=O)N(C)C[C@@H]2OCCCC[C@H](C)Oc3ccc(NC(=O)Nc4ccc(F)cc4)cc3C(=O)N([C@H](C)CO)C[C@H]2C)cc1,15,-1,-6
COc1ccc(NS(=O)(=O)c2cc(N=Nc3c(O)[nH]c(=O)[nH]c3=O)ccc2OC)cc1Br,-5,8,30
CC(NC(=O)COC(=O)c1ccc2c(=O)n3c(nc2c1)CCCCC3)c1ccc(F)cc1 (stereo not drawn),0,-13,-15
CC(NC(=O)c1ccc(Cl)c(S(=O)(=O)NC2CC2)c1)c1ccco1 (stereo not drawn),5,0,9
C[C@@H]1CN([C@H](C)CO)C(=O)c2cc(Br)cnc2O[C@@H]1CN(C)C(=O)Nc1ccccc1,9,1,1
FC(F)(F)c1nc2nc(Cl)c(Cl)nc2[nH]1,-1,-5,-240
CN(C(=O)COC(=O)c1cc([N+](=O)[O-])ccc1N1CCOCC1)C1CCCCC1,-1,-1,22
C[C@H](CO)N1C[C@H](C)[C@H](CN(C)Cc2ccccc2)Oc2ncc(Br)cc2C1=O,-7,2,-13
O=C(CN1c2cccc3cccc(c23)S1(=O)=O)NCc1ccccc1Cl,-3,3,i
CNC(=O)c1ccsc1NC(=O)CS(=O)(=O)c1ccc(F)cc1,-13,0,23
C[C@@H]1CN([C@@H](C)CO)C(=O)CCCn2nncc2CO[C@H]1CN(C)S(=O)(=O)c1ccc(Oc2ccccc2)nc1,-4,3,4
COc1cccc(NC(=O)CN(C)C(=O)/C=C/c2ccc(S(=O)(=O)N3CCCCCC3)cc2)c1,8,4,23
C[C@H]1CN([C@@H](C)CO)S(=O)(=O)c2ccc(Br)cc2O[C@@H]1CN(C)C(=O)c1cccnc1,-15,0,-16
CCOC(=O)N1CCN(CC(=O)Nc2nccs2)CC1,7,1,-95
CCCC(=O)N(Cc1cc2cc(OC)ccc2[nH]c1=O)c1ccc(OC)cc1,-6,4,-432
COc1ccc(CN2C[C@H]3CON(C)[C@H]3C[C@H]2c2ccc(-c3cccc(F)c3)cc2)cc1,18,2,6
O=C1CCN(C(=O)Cc2ccccc2)c2ccccc21,-11,0,-182
C#CCN(C[C@H]1[C@H](OC(=O)NC2CC2)[C@H](OC(=O)NC2CC2)C[C@H]2C(=O)N(c3ccccc3)C(=O)[C@@H]12)S(=O)(=O)c1ccc(C)cc1,0,1,3

# 7 consecutive entries out of the list so far, quoted:
SMILES,PfGluPho inh,SENP1 inh,SENP8 inh
C[C@@H]1CN([C@@H](C)CO)C(=O)CCCn2nncc2CO[C@H]1CN(C)S(=O)(=O)c1ccc(Oc2ccccc2)nc1,-4,3,4
COc1cccc(NC(=O)CN(C)C(=O)/C=C/c2ccc(S(=O)(=O)N3CCCCCC3)cc2)c1,8,4,23
C[C@H]1CN([C@@H](C)CO)S(=O)(=O)c2ccc(Br)cc2O[C@@H]1CN(C)C(=O)c1cccnc1,-15,0,-16
CCOC(=O)N1CCN(CC(=O)Nc2nccs2)CC1,7,1,-95
CCCC(=O)N(Cc1cc2cc(OC)ccc2[nH]c1=O)c1ccc(OC)cc1,-6,4,-432
COc1ccc(CN2C[C@H]3CON(C)[C@H]3C[C@H]2c2ccc(-c3cccc(F)c3)cc2)cc1,18,2,6
O=C1CCN(C(=O)Cc2ccccc2)c2ccccc21,-11,0,-182

# (further entries)
SMILES,PfGluPho inh,SENP1 inh,SENP8 inh
C[C@@H]1CN([C@H](C)CO)C(=O)CCCn2nncc2CO[C@H]1CN(C)Cc1ccc(C(F)(F)F)cc1,17,1,10
COc1cccc(C#Cc2ccc3c(c2)O[C@H](CN(C)C)[C@@H](C)CN([C@@H](C)CO)S3(=O)=O)c1,12,-42,-90
CC1=C(C(=O)N(C)C)CC(CC(=O)NCc2cccs2)C(=O)N1CCC1=CCCCC1 (stereo not drawn),-10,1,-27
CCOc1ccccc1N1C(=O)CC(Sc2ccccc2N)C1=O (stereo not drawn),21,0,9
Cc1cccc(C)c1NC(=O)NS(=O)(=O)c1ccccc1,-20,-1,15
CCOC(=O)c1c(CC(C)C)csc1NC(=O)COC(=O)c1cnc(C)cn1,-10,2,11
CCCCN1C(=O)C(CC(=O)NCCc2ccccn2)CC(C(=O)N(C)C)=C1C (stereo not drawn),0,-2,-27
CC1CCCCC1NC(=O)CCn1c(=S)[nH]c2ccccc2c1=O (stereo not drawn),1,-1,14
COc1ccc(N2CSC(=S)N(c3ccc(OC)cc3)C2)cc1,2,1,11
CC1(C)CC(=O)C=C(c2ccc(COC(=O)c3ccccc3)cc2)C1=O,18,1,20
CC(C)CN(C(=O)COc1ccccc1C(=O)NCc1ccccc1)C1CCS(=O)(=O)C1 (stereo not drawn),7,2,17
O=C(NCc1ccc(F)cc1)c1ccc(S(=O)(=O)N2CCCC2)cc1,4,3,20
N#Cc1c(NC(=O)COC(=O)C2=COCCO2)sc2c1CCCC2,-8,0,13
COc1ccc([C@H]2C[C@@H](O)[C@H](n3cc(C4CC4)nn3)CN2C(=O)C2CCCCC2)cc1,-4,0,3
COc1cccc(C(=O)C(CCC#N)c2ccccc2)c1 (stereo not drawn),1,2,12
COC(=O)c1cc(OC)c(OC)cc1NC(=O)CCN1C(=O)C2CCCCC2C1=O (stereo not drawn),7,-1,-97
NC1=NC2OC(CO)C(O)C2O1 (stereo not drawn),-4,0,4
COC(=O)C[C@H]1C[C@H]2c3cc(NC(=O)Cc4ccncc4)ccc3O[C@H]2[C@@H](CO)O1,-1,-6,3
CSc1ncnc2c1ncn2CCCNCCc1ccccn1,9,1,-31
O=C(Cc1ccccc1)CC(CC(=O)c1ccccc1)c1ccccc1 (stereo not drawn),7,0,9
C[C@H](CO)N1C[C@H](C)[C@@H](CN(C)C(=O)c2ccccc2)OCc2cnnn2CCCC1=O,15,-1,9
Cc1ccc([C@@H]2C[C@H]3[C@@H](CN2S(=O)(=O)c2ccc(Cl)cc2)C(=O)C[C@@H](c2ccccc2)N3S(=O)(=O)c2ccc(C)cc2)cc1,12,-1,7
COc1ccccc1Cn1c(=S)[nH]c2cc(C(=O)N3CCCC(C)C3)ccc2c1=O (stereo not drawn),-1,1,-1
Cc1cccc(-n2ncc3c2CCCC3NC(=O)c2cccs2)c1C (stereo not drawn),-14,2,22
O=S(=O)(c1cccc(C(F)(F)F)c1)N1c2ccccc2-n2cccc2C1c1cccnc1 (stereo not drawn),31,-9,-236
Cc1cnc2c(N)cc(C)c(C)c2c1,19,-9,-9
Cc1ccc(S(=O)(=O)N2C[C@H]3[C@H]4C(=O)N(c5ccccc5)C(=O)[C@H]4C[C@H](OC(=O)Nc4cccs4)[C@@]3(O)C2)cc1,2,-1,8
O=C(NCc1cccc(Cl)c1)c1ccc(S(=O)(=O)N2CCCCC2)cc1,6,3,13
CCN1C(=O)[C@H]2[C@@H](c3ccc(C)cc3)N[C@]3(CCCN(Cc4ccc(OC)cc4)C3=O)[C@H]2C1=O,-9,2,0
Cc1ccc(-c2nc3ccc(Cl)cn3c2Cc2ccccc2)cc1,87*,3,-341
CCCc1c(C)nc2scc(-c3ccc(Cl)cc3)n2c1=O,3,2,-16
COc1ccc(S(=O)(=O)Nc2cc3c4c(c2)CC(=O)N4CCC3)cc1OC,-6,-3,1
Cc1ccc(S(=O)(=O)N2CCOCC2)cc1C(=O)NCCCN1CCCC1=O,-18,2,21
C=CCC1(CC=C)CC(Cc2cnccn2)N(C(=O)OC(C)(C)C)C1 (stereo not drawn),-18,2,8
COc1cccc(NC(=O)CCC2CCN(C(=O)C(OC)c3ccccc3)CC2)c1 (stereo not drawn),4,2,13
COc1ccc(CN2C(=O)C(CC(=O)NCC3CCCCC3)CC(C(=O)N3CCOCC3)=C2C)cc1 (stereo not drawn),-1,-1,1
C#CCN(C[C@@H]1[C@@H](OC(=O)Nc2cccs2)[C@@H](OC(=O)Nc2cccs2)Cn2c(=O)n(CCCCCC)c(=O)n21)S(=O)(=O)c1ccc(C)cc1,-2,-4,-2
O=C(Nc1ccc(S(=O)(=O)NC2=NCCCCC2)cc1)c1cccc(OC(F)F)c1,-10,2,15
CCCCN1C(=O)C(CC(=O)NCc2cccc3ccccc23)CC(C(=O)N2CCOCC2)=C1C (stereo not drawn),-6,1,13
COc1ccc(OC)c(CCNC(=O)Cc2ccc(NC(=O)C3=C(C)OCCS3)cc2)c1,-11,2,16
Cc1nnc(SCC(=O)NC2CCCCC2)n1-c1ccccc1,-24,0,5
Cc1ccc(C)c(NC(=O)CN(C)C(=O)c2ccccn2)c1,5,3,8
CN(CC(=O)Nc1cc(Cl)ccc1-n1cncn1)Cc1ccccc1N1CCOCC1,6,1,-2
COc1cc(C#N)ccc1OCC(=O)Nc1cccc(S(=O)(=O)N(C)c2ccccc2)c1,-3,1,13
C[C@H]1CN([C@@H](C)CO)C(=O)CCCn2nncc2CO[C@@H]1CN(C)C(=O)NC1CCCCC1,-2,-2,12
C[C@@H]1CCCCO[C@H](CN(C)Cc2ccc(C(=O)O)cc2)[C@H](C)CN([C@@H](C)CO)C(=O)c2cc(NC(=O)Nc3ccc(C(F)(F)F)cc3)ccc2O1,5,1,12
COc1ccc(NS(=O)(=O)c2cccc(C(=O)N3CCN(C/C=C/c4ccccc4)CC3)c2)cc1,8,0,29
O=C(NN=Cc1ccc2c(c1)CCC2)c1cccc([N+](=O)[O-])c1,-12,1,16
COCCCn1c(SCC(=O)c2c(N)n(C3CC3)c(=O)[nH]c2=O)nnc1-c1ccccc1Cl,1,5,13
Cc1ccc(S(=O)(=O)N(C)C[C@H]2Oc3cc(Br)ccc3S(=O)(=O)N([C@H](C)CO)C[C@@H]2C)cc1,-12,-1,17
COc1ccc(-c2ccc(CN3C(CC(C)C)C(=O)N(Cc4cn(Cc5ccco5)nn4)CCS3(=O)=O)cc2)cc1 (stereo not drawn),43,-7,-53
Cc1ccc(S(=O)(=O)NCc2cccc([N+](=O)[O-])c2)cc1,27,1,20
Cn1c(-c2ccccc2)cc(=O)cc1-c1ccccc1,-2,-1,7
C[C@@H]1CN([C@@H](C)CO)S(=O)(=O)c2ccc(Br)cc2O[C@@H]1CN(C)Cc1cccnc1,-4,0,10
Nc1nccc(N2CCCCC2)n1,-5,1,13
COc1ccc(/C=C/C(=O)OCC(=O)NC2CCCCCC2)cc1,4,2,14
COc1ccc([C@H]2N[C@]3(CCCN(Cc4ccco4)C3=O)[C@H]3C(=O)N(Cc4ccccc4)C(=O)[C@@H]23)cc1,3,0,2
CN(c1ccccc1)S(=O)(=O)c1ccc(C(=O)N2CCN(c3ccccc3)CC2)cc1,2,1,9
COc1ccc(N2CCN(CCCn3cnc4c(OC)ncnc43)CC2)cc1,4,-1,-14
COc1ccc(/C=C(/NC(=O)c2ccc(Br)o2)C(=O)Nc2cccc(C(=O)O)c2)cc1,-21,-1,11

# A few values from the entries so far:
# SENP1 inh result of COc1ccc(N2CCN(CCCn3cnc4c(OC)ncnc43)CC2)cc1 reads -1
# PfGluPho inh result of O=C(NN=Cc1ccc2c(c1)CCC2)c1cccc([N+](=O)[O-])c1 reads -12
# SENP8 inh result of Nc1nccc(N2CCCCC2)n1 reads 13

# Carrying on:
SMILES,PfGluPho inh,SENP1 inh,SENP8 inh
COc1cccc(/C=C/C(=O)OCC(=O)Nc2ccc3c(c2)OCCO3)c1,10,2,-43
CN(N=Nc1ccccc1C(=O)O)C1CCCCC1,-8,1,10
COc1ccc(Cl)cc1C(=O)OCC(=O)c1c(N)n(C)c(=O)n(C)c1=O,6,0,24
CCCCNc1nc2c(c(=O)[nH]c(=O)n2C)n1CCCc1ccccc1,15,1,19
C[C@H]1CN([C@@H](C)CO)C(=O)CCCn2nncc2CO[C@@H]1CN(C)Cc1ccncc1,-2,0,5

# Only part of the results is shown; rates above refer to the full screens.
